RXFP1 antag = qHTS Assay for Antagonists of the Relaxin Receptor RXFP1; activity change, negative = inhibition, % at 57.5 µM; HEK293-RXFP1, relaxin-stimulated cAMP HTRF, 30 min; hits give low values; hit rate 0.59% among 350,000; Relaxin receptor 1 (Homo sapiens), Q9HBX9; AID 1259400, 2018;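 active = activity change of -60% or lower, but not beyond a set lower limit; inconclusive = change between -60% and -40%, or beyond the set limit; inactive = change above -40%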; note: % is set by controls: 0 for no effect and ±100 for the full control effect
D1 ag = Allosteric Agonists of the Human D1 Dopamine Receptor: qHTS; HEK293 T-REx D1 cells, calcium flux, agonist mode; activation, % at 2 µM; hit rate 1% among 360,000; in the data active = activation above about 30%; note: 0% is about no effect
Target sequence (P21728 whole entry, looked up): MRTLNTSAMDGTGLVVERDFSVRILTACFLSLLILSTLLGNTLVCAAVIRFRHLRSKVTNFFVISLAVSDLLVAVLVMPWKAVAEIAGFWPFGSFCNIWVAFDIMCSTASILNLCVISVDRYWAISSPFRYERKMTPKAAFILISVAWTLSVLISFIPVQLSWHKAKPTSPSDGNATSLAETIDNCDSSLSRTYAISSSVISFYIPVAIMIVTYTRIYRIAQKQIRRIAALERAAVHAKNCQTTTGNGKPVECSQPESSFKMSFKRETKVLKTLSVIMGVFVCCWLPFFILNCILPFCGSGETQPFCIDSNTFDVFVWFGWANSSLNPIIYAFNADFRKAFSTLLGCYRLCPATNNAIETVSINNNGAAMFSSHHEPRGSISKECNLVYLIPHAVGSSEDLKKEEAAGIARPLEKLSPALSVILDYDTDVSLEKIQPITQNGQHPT
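Tetracycline-induced HEK293 TREx D1 cells, force-coupled to calcium signalling, were dye-loaded with a no-wash calcium kit. Compound was pin-added after a 10 s baseline. Fluorescence was read kinetically at 1 cycle/s for 180 s, with calcium rises flagged as agonism.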
D2 PAM = HTS Assay for Positive Allosteric Modulators of the Human D2 Dopamine Receptor: Primary Screen for Potentiators; D(2) dopamine receptor (Homo sapiens), P14416; HEK293 T-REx D2, calcium flux, EC20 dopamine potentiation; potentiation, % at 10 µM; hit rate 0.34% among 340,000; AID 485347, 2010;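 active = potentiation over 3 SD above the plate norm, cut at about 30% in these data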; note: 0% is about no effect
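Tetracycline-induced HEK293 T-REx cells force-coupled to calcium signalling expressed D2; compounds were pin-added after a 10 s baseline, read kinetically 180 s, then an EC20 dopamine challenge followed with a further 180 s calcium read.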
D1 PAM = Potentiators of Human D1 Dopamine Receptor: qHTS; HEK293 TREx D1 cells, calcium flux, dopamine EC20 potentiation; D(1A) dopamine receptor (Homo sapiens), P21728; hit rate 0.036% among 360,000; potentiation, % at 10 µM; in the data active = potentiation above about 30%; note: 0% is about no effect
Vif-APOBEC3F blk = qHTS for Inhibitors of Vif-A3F Interactions: qHTS. HeLa A3F-eYFP + Vif (tagged APOBEC3F with the HIV-1 protein that degrades it), YFP fluorescence increase. Potency, µM (series often up to 46.1 µM), for the others: at the highest dose activity, negative = active. hit rate 0.2% among 390,000. AID 602313, 2012; note: potency is the fitted concentration of half-maximal effect; % of control where 0% means no effect; nearly all actives have a fitted effect of over 65% in size
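HeLa cells stably expressing A3F-eYFP plus Vif, plated and incubated overnight at 37 deg C, then exposed to compounds overnight at 37 deg C. Blocked degradation read as raised yellow fluorescence (Ex 488/Em 500-530).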
D1 antag = Antagonist of Human D 1 Dopamine Receptor: qHTS | D(1A) dopamine receptor (Homo sapiens), P21728 | HEK293 TREx D1 cells, calcium flux, dopamine EC80; hits give low values | activity change, negative = inhibition, % at 10 µM | hit rate 3.2% among 360,000; in the data active = activity change below about -30%; note: % is set by controls: 0 for no effect and ±100 for the full control effect
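Kinetic fluorescence of a calcium dye serves as the read-out. D1-expressing Hek293 Trex cells, induced overnight at 30 C, are exposed to compound for 180 s before an EC80 dopamine addition, then read 180 s further.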
Vif-A3G inh = qHTS for Inhibitors of Vif-A3G Interactions: qHTS; HeLa A3G-eYFP + Vif (tagged APOBEC3G with the HIV-1 protein that degrades it), YFP fluorescence, overnight; AID 602310, 2012; Potency, µM (top dose mostly 46.1 µM), inactives show at the top dose activity, negative = active, usual class: inhibitors; hit rate 0.076% among 410,000;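 note: potency is the fitted concentration of half-maximal effect; % is set by controls: 0 for no effect and ±100 for the full control effect; nearly all actives have a fitted effect of over 60% in size; hits raise eYFP signal because A3G escapes Vif-driven loss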
Target sequence (Q9HC16 whole entry, looked up): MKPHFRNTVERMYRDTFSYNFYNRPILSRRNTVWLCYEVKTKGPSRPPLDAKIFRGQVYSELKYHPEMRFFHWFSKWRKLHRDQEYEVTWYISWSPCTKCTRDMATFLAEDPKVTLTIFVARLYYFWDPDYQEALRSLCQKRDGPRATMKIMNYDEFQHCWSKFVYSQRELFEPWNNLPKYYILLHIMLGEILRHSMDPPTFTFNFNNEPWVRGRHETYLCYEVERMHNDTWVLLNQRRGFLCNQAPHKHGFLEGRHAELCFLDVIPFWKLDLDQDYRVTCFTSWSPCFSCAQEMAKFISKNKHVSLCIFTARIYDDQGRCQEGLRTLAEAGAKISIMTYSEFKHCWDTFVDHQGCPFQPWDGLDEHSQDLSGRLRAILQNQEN
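HeLa cells stably expressing Vif and C-terminally eYFP-tagged A3G, seeded overnight at 37 deg C, then exposed to compound by pintool overnight at 37 deg C. Rise in yellow fluorescence (Ex 488/Em 500-530, Acumen) marks blocked Vif-driven A3G degradation.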
GRP78 ERSR act = qHTS for Inducers of the Endoplasmic Reticulum Stress Response (ERSR) in Human Glioma: qHTS; U87-MG GRP78 promoter luciferase reporter, 16 h; Potency, µM, without a hit: top-dose activation, usual class: activators; hit rate 0.02% among 420,000; note: potency is the fitted concentration of half-maximal effect; series mostly up to about 76 µM; % of control where 0% means no effect; nearly all actives have a fitted effect of over 35% in size
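ERSR induction read as luciferase luminescence (Bright-Glo, 10 min at room temperature) in stably transfected human U87-MG glioma cells exposed to compounds for 16 h, using GRP78 as sensor.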
RXFP1 agonist = qHTS Assay for Agonists of the Relaxin Receptor RXFP1. hit rate 0.3% among 370,000. Potency, µM (doses to about 57.5 µM), for inactives: at the highest dose activation, most hits filed as activators. HEK293T-RXFP1 cAMP TR-FRET, 30 min; response scale: percent of porcine relaxin response, buffer zero; note: potency is the fitted concentration of half-maximal effect; % is set by controls: 0 for no effect and ±100 for the full control effect; nearly all actives have a fitted effect of over 60% in size; many of its hits are not listed in these tables
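cAMP rise read by TR-FRET after 30 min, 37C compound exposure (up to 58 uM) in RXFP1-transfected HEK293 cells with Ro 20174 present. EC50 from Hill-equation fits, with 29 nM porcine relaxin as 100% and buffer as basal.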
* hit, by the source's call; ? = inconclusive; . = no result given. Unless noted, calls come from the whole dose curve; as a rule, active = well fitted curve in the direction sought with a large enough effect; inconclusive = small, poorly fitted or top-dose-only effect, or another doubt; inactive = no such curve, though single readings can be large; an effect the other way counts as inactive or inconclusive. A portion of the library; count on the stated rates, not on these rows.

SMILES	RXFP1 antag	D1 ag	D2 PAM	D1 PAM	Vif-APOBEC3F blk	D1 antag	Vif-A3G inh	GRP78 ERSR act	RXFP1 agonist
CC(c1nccs1)N(C)c1nc2nonc2nc1N(C)C (centres undefined)	1	0	-5	-1	11%	1	1%	-5%	0.0%
O=C(c1ccc2[nH]c3c(c2c1)CCCC3)N1CCN(c2ccc(F)cc2)CC1	-16	2	-1	9	5%	-24	-1%	-2%	0.5%
COc1cccc(CNC(=O)CN(C)S(=O)(=O)c2ccc(Br)s2)c1	0	2	6	2	?	-7	0%	-5%	2.0%
Cc1ccc(C(=O)CSc2nc(C(C)C)nc3ccccc23)cc1	1	7	-4	2	-19%	1	0%	-4%	0.5%
CC(=O)c1csc(-c2cccc(-c3nc4ccc(Cl)cn4c3NC3CCCCC3)c2)c1	.	3	3	-5	-9%	10	1%	0%	2.0%
CCO[C@H]1OC(C(=O)NCc2ccccc2)=C[C@@H](c2coc3ccccc3c2=O)[C@@H]1CCCO	.	-3	8	-4	3%	-6	1%	-1%	4.6%
O=C(COc1cccc(NC(=O)c2ccco2)c1)c1ccc(F)cc1	-1	-3	-6	-5	-5%	-12	-8%	-1%	0.8%
COc1ccc(CCNC(=O)CSc2nnc(CNC(=O)c3cccs3)o2)cc1OC	6	-2	5	3	.	-2	-1%	-1%	0.5%
Cc1ccc(CNC(=O)Nc2cccc(C)c2)cc1	-3	2	-9	-1	-3%	4	-1%	2%	-0.1%
COc1ccc(C(=O)Nc2nnc(SCc3cc(=O)c4cc(C)ccc4[nH]3)s2)cc1OC	-15	-1	9	-3	-1%	3	0%	-4%	3.6%
CCn1ccc2c(OCC(=O)Nc3ccc(C)c(Cl)c3)cccc2c1=O	.	1	-8	1	0%	.	0%	-3%	0.8%
O=C(NCC1CCCN(C(=O)Cc2ccccc2Cl)C1)c1ccc(F)cc1 (centres undefined)	42	2	10	0	-15%	-20	4%	-2%	-1.6%
c1ccc(CSc2ncnc3c2cnn3-c2ccccc2)cc1	2	9	5	-8	-1%	-3	-1%	-3%	0.7%
O=C(N/N=C/c1cc([N+](=O)[O-])ccc1O)/C(=C\c1cccs1)NC(=O)c1ccccc1	?	2	-10	15	-6%	16	6%	-6%	-0.1%
COc1ccc(CNC(=O)/C=C/C(=O)O)cc1OC	-8	5	.	-4	2%	0	0%	-2%	0.1%
CCCCCC(=O)N1C[C@@H](n2cc(-c3ccc(F)cc3)nn2)[C@H](O)C[C@@H]1c1ccc(Cl)cc1	-15	.	.	.	-2%	.	-9%	4%	.
O=S(=O)(c1ccc(F)cc1)N1CCN(c2nc(-c3cccnc3)nc3ccccc23)CC1	-10	2	-5	.	1%	-7	-9%	-4%	1.4%
COc1ccc(CNC(=O)CCc2c(C)c3cc4c(C)coc4c(C)c3oc2=O)cc1OC	-2	0	-1	-1	0%	-1	0%	-2%	-0.3%
Cc1ccc(CNC(=O)COC(=O)c2ccc(S(=O)(=O)NCc3ccco3)cc2)cc1	3	1	-17	.	3%	2	-5%	-4%	-0.3%
CC(=O)Nc1ccc(OCc2cccc3ccccc23)cc1	2	10	-7	-4	-10%	-1	-9%	-15%	-5.1%
Cc1ccc(C(=O)Nc2sc3c(c2C(=O)NCc2ccco2)CCC(C(C)(C)C)C3)cc1 (centres undefined)	6	4	-6	0	-2%	3	3%	3%	4.7%
CC(C)CN1C(=O)N(c2ccc(Cl)cc2)C(C)(O)CC1(C)C (centres undefined)	6	1	-4	-4	-10%	6	0%	0%	-1.2%
O=C(Nc1ccc(Cl)cc1)Nc1cc(S(=O)(=O)N2CCOCC2)ccc1N1CCCC1	-12	1	0	-4	2%	-4	2%	-6%	8.3%
CCCn1nnc(NC(=O)C(C)Oc2ccc(Cl)cc2Cl)n1 (centres undefined)	5	0	-11	-3	4%	9	-10%	-4%	0.3%
CCCCN(C(=O)CSc1nnc(-c2ccco2)o1)c1c(N)n(Cc2ccccc2)c(=O)[nH]c1=O	-3	2	-7	2	2%	-24	2%	-6%	-0.1%
CCOC(=O)C1CCCN(C(=O)c2cc(-c3ccco3)nc3ccccc23)C1 (centres undefined)	-25	.	.	.	10%	.	-1%	-4%	.
COc1cc2c(cc1O)CC[n+]1cc3c(OC)c(OC)ccc3cc1-2	.	2	-6	-2	-4%	-22	2%	-3%	2.8%
CCOCCn1c(SCc2cccc(C)c2)nc2c1c(=O)[nH]c(=O)n2C	4	-1	5	.	0%	-10	2%	-1%	-1.0%
Cc1ccc(/C=N/NC(=O)c2ccc(N(C)S(=O)(=O)c3ccccc3)cc2)cc1	?	8	-5	-5	6%	3	-8%	3%	-1.3%
CC(=O)c1c(C)n(-c2cccc(Cl)c2)c2ccc(OC(=O)c3ccccc3)cc12	-11	2	-1	0	-13%	4	3%	-1%	-1.5%
O=C(COC(=O)CNC(=O)C1CCCCC1)Nc1ccccc1OC(F)F	-5	.	.	.	-2%	.	-1%	-1%	.
CCN(CC)C(=O)c1sc2c(c1C)c(=O)n(-c1ccc(C)c(C)c1)c(=O)n2CC(=O)Nc1ccc(F)cc1	-12	9	-10	-1	-2%	1	-2%	-4%	0.1%
Cc1cccc(OCCC(=O)NNC(=O)Cn2nc(C)cc2C)c1	1	.	.	.	-9%	.	-2%	-1%	.
COC/C=C/C1=CC2=CC(=O)C(C)(OC(=O)c3cnc4ccccc4n3)C(=O)C2=CN1Cc1ccc(OC)cc1 (centres undefined)	.	4	7	0	1%	5	-22%	5%	-2.0%
CC(=O)Nc1c(Cl)c2c(c(Cl)c1Br)-c1ccc(Cl)cc1C2	-8	.	.	.	1%	.	-4%	-3%	.
CCOC(=O)c1sc(NC(=O)c2cc(-c3ccc(F)cc3)on2)c(C(=O)OCC)c1C	.	2	-4	0	3%	-15	5%	-1%	-1.1%
O=C(COC(=O)c1cccc(S(=O)(=O)N2CCOCC2)c1)c1ccccc1	-6	18	0	.	-5%	-13	-5%	0%	-2.3%
O=C1CCC(=O)N1c1ccc(NC2CCN(Cc3ccccc3)CC2)c([N+](=O)[O-])c1	3	3	-7	-3	7%	-4	6%	-2%	2.5%
CN(CCOc1ccccc1)C(=O)c1ccc2c(c1)OCO2	-11	2	9	7	-19%	9	2%	3%	0.0%
CCOC(=O)c1c(NC(=O)COc2cccc(C)c2C)sc2c1CCC(CC)C2 (centres undefined)	0	-1	2	0	7%	-15	-2%	-1%	1.8%
CN1Cc2cc(C(=O)c3ccccc3O)cnc2NC1=O	-3	0	4	-4	1%	-17	-7%	1%	-0.2%
Cc1cc(N2CCN(c3cccc(C(F)(F)F)c3)CC2)n2nc(-c3ccccc3)nc2n1	.	2	1	0	5%	24	-1%	-2%	1.0%
CN(C)C(=O)c1cc(C(=O)c2ccccc2Br)c[nH]1	5	6	5	0	0%	-12	-6%	3%	1.6%
CCN(CC)C(=O)CSc1nnc(-c2cc(OC)cc(OC)c2)o1	9	1	.	7	-3%	0	-2%	0%	-1.0%
COc1cc(/C=C/C(=O)OCC(=O)N(C)Cc2ccccc2)cc(OC)c1OC	8	.	.	.	-3%	.	2%	-1%	.
CCOC(=O)CN1CC23C=CC(O2)C(C(=O)NC2CCCCC2)C3C1=O (centres undefined)	-6	2	4	0	3%	3	-1%	1%	-0.8%
CCCCC(C(=O)NC1CCCC1)N(C(=O)c1snc(C(N)=O)c1N)c1ccc(C)cc1 (centres undefined)	-12	1	.	19	0%	-3	0%	-1%	4.2%
CCCCCCCCSc1nnc(CSc2nc3nc(C)cc(C)n3n2)o1	5	2	3	-2	5%	-20	1%	0%	-1.5%

Rewritten with bars between the fields: eleven of the compounds above
mol | RXFP1 antag | D1 ag | D2 PAM | D1 PAM | Vif-APOBEC3F blk | D1 antag | Vif-A3G inh | GRP78 ERSR act | RXFP1 agonist
CCOC(=O)c1sc(NC(=O)c2cc(-c3ccc(F)cc3)on2)c(C(=O)OCC)c1C | . | 2 | -4 | 0 | 3% | -15 | 5% | -1% | -1.1%
O=C(COC(=O)c1cccc(S(=O)(=O)N2CCOCC2)c1)c1ccccc1 | -6 | 18 | 0 | . | -5% | -13 | -5% | 0% | -2.3%
O=C1CCC(=O)N1c1ccc(NC2CCN(Cc3ccccc3)CC2)c([N+](=O)[O-])c1 | 3 | 3 | -7 | -3 | 7% | -4 | 6% | -2% | 2.5%
CN(CCOc1ccccc1)C(=O)c1ccc2c(c1)OCO2 | -11 | 2 | 9 | 7 | -19% | 9 | 2% | 3% | 0.0%
CCOC(=O)c1c(NC(=O)COc2cccc(C)c2C)sc2c1CCC(CC)C2 (centres undefined) | 0 | -1 | 2 | 0 | 7% | -15 | -2% | -1% | 1.8%
CN1Cc2cc(C(=O)c3ccccc3O)cnc2NC1=O | -3 | 0 | 4 | -4 | 1% | -17 | -7% | 1% | -0.2%
Cc1cc(N2CCN(c3cccc(C(F)(F)F)c3)CC2)n2nc(-c3ccccc3)nc2n1 | . | 2 | 1 | 0 | 5% | 24 | -1% | -2% | 1.0%
CN(C)C(=O)c1cc(C(=O)c2ccccc2Br)c[nH]1 | 5 | 6 | 5 | 0 | 0% | -12 | -6% | 3% | 1.6%
CCN(CC)C(=O)CSc1nnc(-c2cc(OC)cc(OC)c2)o1 | 9 | 1 | . | 7 | -3% | 0 | -2% | 0% | -1.0%
COc1cc(/C=C/C(=O)OCC(=O)N(C)Cc2ccccc2)cc(OC)c1OC | 8 | . | . | . | -3% | . | 2% | -1% | .
CCOC(=O)CN1CC23C=CC(O2)C(C(=O)NC2CCCCC2)C3C1=O (centres undefined) | -6 | 2 | 4 | 0 | 3% | 3 | -1% | 1% | -0.8%
